Screening results from PubChem.
esBAF inh: Bmi1 luciferase reporter increase in mESCs, primary screen, esBAF inhibitor project, mouse ES cells, Bmi1 luciferase knock-in, single point; 350,000 tested, 2% active; 24 h; 100% = twice the neutral-well signal; reporter increase, % at 12.5 µM; in the data active means activation above about 40%; inconclusive means no clear call, values can overlap the other calls;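 further: 0% = median of the plate's neutral control wells and 100% = double that signal; a rise in the Bmi1 reporter signal indicates esBAF inhibition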
ARNT-TACC3 inh: disruptors of ARNT/TACC3 protein interaction, primary screen, biochemical, AlphaScreen, single concentration. Transforming acidic coiled-coil-containing protein 3 (Homo sapiens), Q9Y6A5. AlphaScreen His-ARNT PAS-B/GST-TACC3 binding, luminescence; TACC3 fragment carries E629A point mutation. inhibition, % at 9.99 µM. 390,000 tested, 0.66% active;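 active means mean inhibition of replicates at least 50% and at least half of replicates each reaching 50%; inconclusive means half or more replicates reach 50% but mean below 50%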;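 further: 0% = complete ARNT plus TACC3 wells and 100% = ARNT alone without TACC3; many hits fall short of the cut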
miR122 inh: miR-122 Renilla sensor signal increase in Huh7, primary screen, miR-122 inhibitor project, cell-based, single point, plate reader. activation (reporter increase), % at 12.5 µM. Huh7 miR-122 Renilla luciferase sensor, 48 h; neutral wells = 0, positive control = 100. 340,000 tested, 0.3% active;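 active means mean replicate activation score at least 90 and every replicate individually at or above 90; inconclusive means only one of the two criteria met; inactive means neither criterion met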;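 further: higher luciferase means less miR-122 activity so hits act as miR-122 inhibitors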
Statin myotox sup: suppressors of statin myotoxicity in C2C12 myotubes, primary screen, cell-based, single point, plate reader; C2C12 myotubes + simvastatin, ATP luminescence, 48 h; scaled: DMSO 0, geranylgeraniol control 100; rescue of ATP level, % at 7.49 µM; 330,000 tested, 0.78% active; AID 602340, 2012;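 active means mean ATP rescue above about 67%, or every replicate alone reaching that limit, limit read from the data, passing the limit was not always enough; inconclusive means no clear call, values can overlap the other calls; inactive means mean under the limit and some replicate under it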;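 further: myotubes were challenged with 10 µM simvastatin during compound exposure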
ERp5 block: inhibitors of ERp5-driven insulin aggregation, primary screen, biochemical, turbidity, absorbance 650 nm, single point; Protein disulfide-isomerase A6 (Homo sapiens), Q15084; 90 min; inhibition, % at 9.99 µM; 350,000 tested, 0.05% active;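 active means mean replicate inhibition above about 25%, with every replicate also reaching it, limit read from the data, passing the limit was not always enough; inconclusive means only one of those two criteria met; inactive means neither criterion met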
Target sequence (Q15084 whole entry, looked up): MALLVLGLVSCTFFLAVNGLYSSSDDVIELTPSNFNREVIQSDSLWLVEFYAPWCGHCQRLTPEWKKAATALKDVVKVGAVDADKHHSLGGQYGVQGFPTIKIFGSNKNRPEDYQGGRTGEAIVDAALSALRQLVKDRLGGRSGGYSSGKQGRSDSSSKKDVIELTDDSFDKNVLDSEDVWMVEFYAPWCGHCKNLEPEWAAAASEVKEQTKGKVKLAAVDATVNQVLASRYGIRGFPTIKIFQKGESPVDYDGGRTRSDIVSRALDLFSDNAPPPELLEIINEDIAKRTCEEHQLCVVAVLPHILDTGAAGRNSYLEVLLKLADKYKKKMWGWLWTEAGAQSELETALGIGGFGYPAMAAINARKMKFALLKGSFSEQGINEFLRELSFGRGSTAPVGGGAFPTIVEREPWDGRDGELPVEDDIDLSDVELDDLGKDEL
SIRT5 block: SIRT5 desuccinylase inhibitors, primary screen, biochemical, fluorescence imaging, single point, set 5; inhibition, % at 15 µM; 330,000 tested, 1.1% active; Purified SirT5, succinyl-peptide AMC, trypsin-coupled fluorescence; in the data active means inhibition above about 15%; inconclusive means no clear call, values can overlap the other calls
Target sequence (Q9NXA8 whole entry, looked up): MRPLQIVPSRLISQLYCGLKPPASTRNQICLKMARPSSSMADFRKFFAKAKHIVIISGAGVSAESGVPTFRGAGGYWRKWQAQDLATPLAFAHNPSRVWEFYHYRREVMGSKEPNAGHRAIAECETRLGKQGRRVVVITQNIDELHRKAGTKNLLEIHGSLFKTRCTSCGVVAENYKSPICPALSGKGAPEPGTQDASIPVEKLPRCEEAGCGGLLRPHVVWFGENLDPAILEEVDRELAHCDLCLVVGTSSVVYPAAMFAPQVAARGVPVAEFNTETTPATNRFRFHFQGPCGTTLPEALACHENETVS
Cneo AK release: Cryptococcus neoformans cell lysis inducers, primary screen, AK release luminescence, single concentration | 360,000 tested, 0.2% active | C. neoformans lysis, adenylate kinase release luminescence, 4 h; normalised: neutral wells 0, clomiphene wells 100 | lysis activity, % at 15 µM | AID 651654, 2012;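 active means mean lysis activity across replicates of at least 80%, whatever share of replicates individually reach that level; inactive means mean lysis activity below 80%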
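Assay system: log-phase C. neoformans yeast / Quantity: yeast cell density of 5 × 10^6 cells/mL / Medium: fresh YPD growth medium / Compound: single dose / Timing: static 4 h at 37 °C with compound, 1 h detection / Measured by: adenylate kinase release luminescence / Read-out: lysis from increased AK signal / Benchmarks: Clomiphene as positive lysis control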
An asterisk follows results filed as active; ? = inconclusive; · = not tested or not shown; & = joins results of further samples; [ ] = another dose, or the depositor's remark.

The first 2 entries, to show the layout:
SMILES	esBAF inh	ARNT-TACC3 inh	miR122 inh	Statin myotox sup	ERp5 block	SIRT5 block	Cneo AK release
C[C@H](CO)N1C[C@H](C)[C@@H](CN(C)S(C)(=O)=O)Oc2c(NC(=O)Cc3ccccc3)cccc2C1=O	-8	-8	13	8	2	·	17
COc1cc2[nH]c(=S)n(CCCN3CCOCC3)c(=O)c2cc1OC	1	4	3	0	·	·	-2

All compounds of this part, repeating the preview:
SMILES	esBAF inh	ARNT-TACC3 inh	miR122 inh	Statin myotox sup	ERp5 block	SIRT5 block	Cneo AK release
C[C@H](CO)N1C[C@H](C)[C@@H](CN(C)S(C)(=O)=O)Oc2c(NC(=O)Cc3ccccc3)cccc2C1=O	-8	-8	13	8	2	·	17
COc1cc2[nH]c(=S)n(CCCN3CCOCC3)c(=O)c2cc1OC	1	4	3	0	·	·	-2
CN(C(=O)c1ccc(Cl)c(S(=O)(=O)N2CCOCC2)c1)c1ccccc1C(=O)O	·	-3	·	·	3	0	·
O=C1Nc2ccc(F)cc2C12Nc1ccccc1-c1nnc(SCc3ccccc3)nc1O2 (stereo unspecified)	24	0	·	-7	3	5	1
NC(=O)C1CCN(C(=O)COc2ccc3c4c(c(=O)oc3c2)CCCC4)CC1	-7	-15	-5	1	3	-20	-1
CCC1(c2ccc(F)cc2)NC(=O)N(CC(=O)Nc2cccc(S(=O)(=O)N3CCOCC3)c2)C1=O (stereo unspecified)	1	2	2	2	3	-2	1
COCCNC(=O)c1csc2c1CCCC2	-1	-21	2	6	·	·	-1
CC1=[N+](C)N(c2ccccc2)C(=O)C1N=Cc1c(Cl)cccc1Cl (stereo unspecified)	·	-10	·	·	-3	-5	-1
CC(C)(C)c1cc(Cl)c(O)c(NC(=S)NC(=O)c2cccnc2)c1	·	11	·	·	0	3	·
O=c1[nH]c(CN2CCN(c3ccc(O)cc3)CC2)nc2scc(-c3ccc(Cl)cc3)c12	·	-22	·	·	0	3	·
CC(c1ccccc1)C1CC(=O)N(CC(=O)O)C1=O (stereo unspecified)	0	-1	1	14	-4	-1	-5
CCOC(=O)/C(C#N)=C/c1ccc(-c2ccsc2C(=O)OC)o1	54*	-5	-5	5	·	·	3
CC(C)n1c(=O)[nH]c2ccccc21	-4	1	·	42	-4	0	-1
O=C(Nc1ccccc1)N[C@@H]1CC[C@H](CCNS(=O)(=O)c2cccc(F)c2)O[C@@H]1CO	1	-2	·	2	2	-1	3
CCN(CC)S(=O)(=O)c1ccc(Cl)c(NC(=O)COC(=O)c2cccn2C)c1	·	-23	·	·	0	-2	·
COc1ccc(S(=O)(=O)Nc2ccc3c(c2)C(=O)N([C@H](C)CO)C[C@H](C)[C@@H](CN(C)C(=O)c2ccccc2)OCCCC[C@@H](C)O3)cc1	2	-11	7[16.7 µM]	-12	5	-1	-2
O=C1c2cccc3cccc(c23)C(=O)N1CCCSc1ncn[nH]1	-5	-1	-10	4	0	-3	0
Cc1cc(C(=O)Nc2cccc3c2O[C@H](CN(C)S(=O)(=O)c2cccs2)[C@@H](C)CN([C@@H](C)CO)C3=O)n(C)n1	-6	-13	1[16.7 µM]	38	1	1	-4
Cc1c(-n2c(SCC(N)=O)nc3ccccc3c2=O)c(=O)n(-c2ccccc2)n1C	·	2	·	·	-6	0	·
Cc1oc(-c2ccc3c(c2)OCCO3)cc1C(=O)NC(CCC(=O)O)C(=O)O (stereo unspecified)	20	-1	-9	-4	·	·	2
C[C@H](CO)N1C[C@H](C)[C@H](CN(C)C)Oc2ncc(-c3cccc(F)c3)cc2C1=O	-5&-3	-3&-1	-1&20[16.7 µM]	14&7	0&2	-2&-2	1&0
O=C(Nc1ccc2c(c1)OCO2)c1cc(C2CCCCN2C(=O)OCCF)on1 (stereo unspecified)	6	·	5	0	4	·	3
CC(C)CC(OC(=O)c1nsc(Cl)c1Cl)C(=O)NCc1cccs1 (stereo unspecified)	-4	0	-1	0	·	·	-3
Cc1cc(C)nc(N/N=C/c2ccco2)n1	3	-11	2	2	·	·	1
CCCCOC(=O)CSc1nc(N)c(C#N)c(-c2ccc(OC)cc2)c1C#N	-6	·	-4	90*	·	·	-1
COc1ccc(C(N)c2csc(Nc3ncccn3)n2)cc1 (stereo unspecified)	-11	·	-3	14	-11	1	0
Cc1ccc(S(=O)(=O)Nc2ccc(N3CCCCC3)cc2)cc1	2	15	7	4	1	4	-2
C/C=C/c1ccc(OCC(O)CNCC(c2ccc(OC)cc2)N(C)C)c(OC)c1 (stereo unspecified)	6	-11	-8	19	4	-5	2
COc1ccc(S(=O)(=O)Nc2ccc3c(c2)C(=O)N([C@@H](C)CO)C[C@H](C)[C@H](CN(C)C(=O)Nc2ccccc2)OCCCC[C@H](C)O3)cc1	-2	-18	9[16.7 µM]	·	·	·	3
COc1ccc(CN(C)C[C@H]2OCCCC[C@H](C)Oc3ccc(NC(=O)Nc4ccc(OC)cc4)cc3C(=O)N([C@@H](C)CO)C[C@H]2C)cc1	2	12	7[16.7 µM]	·	-4	·	-2
CCOC(=O)Cn1c(C(C)=O)nc2ccccc21	-1	·	·	1	2	·	0
Cc1noc(C)c1S(=O)(=O)N(C)C[C@@H]1Oc2ccc(NS(=O)(=O)c3ccc(Cl)cc3)cc2CC(=O)N([C@H](C)CO)C[C@@H]1C	2	-3	-7[16.7 µM]	12	-15	3	-4
COc1ccc(OC)c2sc(NC(=O)CCSc3ccccc3)nc12	5	-10	·	11	-2	-3	-6
CCCNc1nc(OCC(F)(F)F)nc(OCC(F)(F)F)n1	0	-1	-6	15	-2	-16	-1
CC(=O)Nc1sc(C)c(C)c1CN1CCN(S(=O)(=O)c2ccccc2)CC1	6	-4	-1	·	·	·	1
OCCOc1ccc(C2=NCCO2)cc1	3	3	-11	9	2	12	0
CO/N=C(\c1nonc1N)N1CCN(c2ccc([N+](=O)[O-])cc2Cl)CC1	8	3	-6	-13	·	·	-2
CCN/N=C(\Cc1nc2ccccc2[nH]1)c1ccccc1	·	-7	·	·	6	0	·
CCCCNC(=O)c1ccc(Cc2cn(C)c3ccccc23)nc1	-3	·	3	0	3	-8	1
Cc1ccc2c(COC(=O)C34CC5CC(CC(C5)C3)C4)cc(=O)oc2c1	96*	2	-17	7	·	·	2
CN(C)CCNc1nc2c(c(=O)[nH]c(=O)n2C)n1CC(O)COc1ccc(Cl)cc1Cl (stereo unspecified)	-1	1	-4	-8	·	·	·
O=C(CS(=O)(=O)c1ccccc1)NCc1ccc(Cl)cc1	0	-7	3	7	2	-1	-1
Cc1ccc2cc(CCNC(=O)c3ccc4c(c3)OCO4)c(=O)[nH]c2c1	-2	-24	-3	8	-11	-3	-2
CCC(=O)NNc1nc2c(C)c(C)ccc2s1	6	0	3	11	-5	2	1
COc1cccc(/C=C/C(=O)c2c(O)cc(C)oc2=O)c1O	6	3	-2	-1	·	·	-5
CCOC(CN=c1nc(N(C)C)ss1)OCC	·	-3	2	·	-2	-1	·
Cc1nc2nc[nH]n2c(=O)c1CCOC(=O)c1c(F)cccc1F	·	-2	·	·	5	7	·
COc1ccc(S(=O)(=O)Nc2ccc(-c3ccc4nncn4n3)cc2)c(OC)c1	·	5	·	·	-1	1	·
CC(C)(C)C(=O)N1CCN(c2ccc(NC(=O)c3ccc([N+](=O)[O-])o3)cc2)CC1	-28	·	-2	133*	3	0	0
N#C/C(=C(/O)COc1cccc2ccccc12)c1nc2ccccc2[nH]1	-9	-4	10	10	·	·	-2
CCc1ccc(NC(=O)CSc2ccc(-c3sc(C)nc3C)nn2)cc1	6	-6	6	-4	9	1	0
COC(=O)c1ccc(CNC(=O)c2cc3ccccc3oc2=O)cc1	·	-4	-4	·	2	-2	·
COc1ccc(N(CC(=O)NCc2ccncc2)S(=O)(=O)c2ccccc2[N+](=O)[O-])c(OC)c1	·	-1	·	·	1	1	·
N#CNc1nc(O)cc(=O)[nH]1	5	16	3	9	·	·	1
Cc1ccc(C(=O)OCC(=O)N2CCCC2)cc1	12	1	·	2	1	1	-3
O=C1CC(c2ccccc2)=C(c2ccccc2)C1c1ccccc1 (stereo unspecified)	-3	0	3	-13	4	·	0
N=c1c(S(=O)(=O)c2ccccc2)cc2c(=O)n3ccccc3nc2n1C1CCCCC1	1	2	5	-13	0	-3	0
COc1cccc(N(C(=O)CCl)C(C(=O)NCCc2ccccc2)c2cccs2)c1 (stereo unspecified)	15	-1	-18	-152	·	·	0
O=C(CC(Cc1ccccc1)C(=O)O)NCCc1ccc2c(c1)OCO2 (stereo unspecified)	-4	-2	26	2	·	·	2
C[C@H](CO)N1C[C@H](C)[C@H](CN(C)C(=O)Cc2ccncc2)Oc2ncc(C#CCN(C)C)cc2C1=O	1	5	0[16.7 µM]	58	-1	?	-8
Going on with the list.
SMILES	esBAF inh	ARNT-TACC3 inh	miR122 inh	Statin myotox sup	ERp5 block	SIRT5 block	Cneo AK release
COc1ccccc1C(=O)NCc1nnc(SCC(=O)Nc2nccs2)n1C	-3	·	1	3	-2	0	0
COc1ccccc1NC(=O)c1cccc(S(=O)(=O)N2CCOCC2)c1	3	-4	6	16	·	·	0
CC(C)Cc1nnc(NC(=O)CCN2C(=O)c3ccccc3C2=O)s1	0	-2	-7	-3	-3	1	0
C[C@H](CO)N1C[C@H](C)[C@H](CN(C)CC2CCCCC2)OCCCC[C@H](C)Oc2ccc(NC(=O)CCCN(C)C)cc2C1=O	1	16	1[16.7 µM]	-89	-6	1	1
Oc1cccc2ccc(N3CCOCC3)nc12	25	0	-13	1	3	-1	-1
O=C(CCS(=O)(=O)c1cccc2nsnc12)N1CCN(C(=O)c2ccco2)CC1	-5	-3	-1	-2	·	·	-1
O=C(C1CC1)N1C[C@H]2[C@@H](c3ccccc31)[C@@H](CO)N2C(=O)c1cccc(F)c1	2	4	-17[16.7 µM]	11	3	-2	-4
CCn1cc(CNCc2cn(-c3ccccc3C)nc2-c2ccc(OC)c(F)c2)cn1	·	5	·	·	3	-5	·
Cc1noc(C)c1Cc1c(Cl)cccc1Cl	-2	-6	-1	-186	·	·	1
COCCn1c(SCC(=O)c2ccc3c(c2)OCCO3)nnc1-c1ccco1	3	-3	-10	1	·	·	-2
O=C(CCC(=O)Nc1ccc(F)cc1)N/N=C/c1ccc(O)cc1O	·	45	1	·	-2	-2	1
O=C(Nc1cccc(Cl)c1)N[C@@H]1CC[C@H](CCNC(=O)C2CCC2)O[C@H]1CO	1	0	·	0	-9	0	-3
COc1cc(NC(=O)CSc2nnnn2Cc2ccc3c(c2)OCO3)cc(OC)c1	·	-7	-13	·	·	·	4
COc1ccc(-n2c(Cn3c(=O)sc4ccccc43)nnc2SCC(=O)N2CCOCC2)cc1	3	-2	·	-5	-4	·	5
CCOc1cc(CN2CCCC(C(=O)c3cccc(C(F)(F)F)c3)C2)ccc1O (stereo unspecified)	·	·	1	·	-1	1	·
O=S(=O)(NC12CC3CC(CC(C3)C1)C2)c1ccc(F)cc1	5	1	48	28	·	·	·
C[C@H](CO)N1C[C@H](C)[C@H](CN(C)S(=O)(=O)c2ccccc2)OCCCC[C@H](C)Oc2ccc(NC(=O)CCC(F)(F)F)cc2C1=O	1	-5	-2[16.7 µM]	·	-2	7	-3

Full records, looked up by structure. Values in the order: esBAF inh | ARNT-TACC3 inh | miR122 inh | Statin myotox sup | ERp5 block | SIRT5 block | Cneo AK release
Profile of `COc1cc(NC(=O)CSc2nnnn2Cc2ccc3c(c2)OCO3)cc(OC)c1` : · | -7 | -13 | · | · | · | 4
Profile of `O=S(=O)(NC12CC3CC(CC(C3)C1)C2)c1ccc(F)cc1` : 5 | 1 | 48 | 28 | · | · | ·
